PMI act = activators of human phosphomannose isomerase; activation factor at 20 µM; purified human PMI, coupled resazurin fluorescence, 20 min; hits give high values; 1 = vehicle control, 0 substrate-free wells; P34949; 190,000 tested, 0.005% active;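 active = activation factor of 2 or more at 20 µM, relative to plate controls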
Target sequence (P34949 whole entry, looked up): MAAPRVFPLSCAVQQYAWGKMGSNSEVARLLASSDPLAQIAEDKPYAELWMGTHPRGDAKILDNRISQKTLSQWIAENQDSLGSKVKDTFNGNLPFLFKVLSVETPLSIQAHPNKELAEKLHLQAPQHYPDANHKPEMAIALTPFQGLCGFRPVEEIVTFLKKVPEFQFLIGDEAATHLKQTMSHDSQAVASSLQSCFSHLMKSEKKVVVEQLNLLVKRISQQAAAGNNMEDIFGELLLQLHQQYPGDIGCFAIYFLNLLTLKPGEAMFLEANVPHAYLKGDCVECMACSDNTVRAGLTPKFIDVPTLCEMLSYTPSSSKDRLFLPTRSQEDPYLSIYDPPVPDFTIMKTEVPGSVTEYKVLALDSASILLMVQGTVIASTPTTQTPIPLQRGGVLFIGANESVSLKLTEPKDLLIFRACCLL
APP 5'UTR act = activates APP 5'UTR luciferase reporter | 190,000 tested, 1% active | activation, % at 2 µM | SH-SY5Y APP 5'UTR luciferase reporter, luminescence; zero percent = DMSO vehicle wells;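 active = activation above a set limit, based on mean plus 3 SD of controls, cut at about 140% in these data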; also: values of inactives mirror those of a sister screen read the other way
TNAP act hiacc = activators of human TNAP at high phosphate acceptor concentration. activation factor at 20 µM. 200,000 tested, under 10 active. purified TNAP, CDP-star luminescence, 1 M DEA, 30 min; hits give high values; 0 = EDTA background, 1 = DMSO-only activity;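 active = activation factor at least 2 at 20 µM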
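Measured by: Luminescent substrate turnover signal | Test system: Human TNAP | Input: TNAP 1/800 final | Dosing: 20 µM single point | Schedule: 30 min, room temperature | Controls: EDTA wells as negative control, DMSO wells as positive control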
PMI act satM6P = activators of human phosphomannose isomerase at near-saturating mannose 6-phosphate. AID 1216. activation factor at 20 µM. 190,000 tested, 0.34% active. coupled PMI enzyme assay, resazurin fluorescence, 20 min; hits give high values; 1 = untreated enzyme, 0 = substrate-free blank. P34949;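 active = activation factor of 2 or more at 20 µM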
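Test system: human phosphomannose isomerase with PGI, G6PDH, diaphorase coupling enzymes; Amount: PMI at 15 ng/mL final; Reagent: Mannose-6-phosphate 1.0 mM (near-saturating) plus 0.22 mM NADP+; Timing: 20 min, room temperature; Technique: resorufin fluorescence at Ex 544/Em 590 nm; Dosing: 20 µM single dose.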
FLuc stim CS = affects firefly luciferase, flagging false hits in luciferase stimulation screens. ATPlite luciferase biochemical, luminescence, 10 min; 0 = ATP-free wells, 1 = DMSO control. activation factor at 10 µM. 200,000 tested, under 10 active;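 active = luciferase activation factor, scaled between plate controls, of at least 2 with compound at 10 µM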
Target sequence (P08659 whole entry, looked up): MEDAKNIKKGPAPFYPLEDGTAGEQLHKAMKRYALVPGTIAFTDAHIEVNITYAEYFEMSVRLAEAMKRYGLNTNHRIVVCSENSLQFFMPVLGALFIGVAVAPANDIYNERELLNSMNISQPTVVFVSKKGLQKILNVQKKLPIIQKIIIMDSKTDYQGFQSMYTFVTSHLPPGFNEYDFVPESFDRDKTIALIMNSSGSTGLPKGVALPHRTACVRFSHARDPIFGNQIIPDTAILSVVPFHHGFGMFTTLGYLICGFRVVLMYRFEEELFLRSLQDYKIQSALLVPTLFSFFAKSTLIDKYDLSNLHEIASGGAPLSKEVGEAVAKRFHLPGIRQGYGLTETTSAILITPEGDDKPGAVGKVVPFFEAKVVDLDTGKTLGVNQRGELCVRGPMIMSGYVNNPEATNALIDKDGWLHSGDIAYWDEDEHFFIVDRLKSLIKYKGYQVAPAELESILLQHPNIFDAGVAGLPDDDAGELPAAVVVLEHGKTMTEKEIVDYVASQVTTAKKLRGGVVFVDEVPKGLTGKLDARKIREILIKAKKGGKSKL
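Material: luciferase plus luciferin reagent, cell-free. Medium: PBS buffer for ATP. Also added: ATP substrate, dispensed from a 10.24 µM working solution in PBS. Doses: test compounds dosed from 2 mM stocks in 100% DMSO. Incubation: 10 min post-reagent at room temperature. Technique: light output (luminescence). Read-out basis: luminescence gain marking luciferase activators.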
TNAP inh noacc = blocks human TNAP activity with no phosphate acceptor present; inhibition, % at 20 µM; purified TNAP, CDP-star luminescence, 30 min; 200,000 tested, 0.26% active;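 active = tissue-nonspecific alkaline phosphatase inhibition above about 50% at 20 µM in the single-dose screen, limit read from the data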;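 also: 0% = DMSO negative control and 100% = EDTA positive control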
NF-kB expr up = NF-kB expression increase, human neuronal cells; fold change at 12.5 µM; AID 1239; NF-kB reporter expression; hits give high values; 190,000 tested, 1.6% active; in the data active = fold change above about 3.3
FLuc inh counter = counter-screen for luciferase assay inhibitors: firefly luciferase inhibition; P08659; ATPLite firefly luciferase biochemical luminescence, 10 min; inhibition, % at 10 µM; 200,000 tested, 1.5% active; AID 1006;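 active = inhibition above about 50% when tested at 10 µM, limit read from the data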
bIAP act = increases bovine intestinal alkaline phosphatase activity; purified bovine IAP, CDP-star luminescence, 30 min; hits give high values; fold of DMSO-control signal, blank-subtracted; activation factor at 20 µM; 200,000 tested, 0.17% active; AID 1016;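 active = activation factor of 2 or more at 20 µM, a signal rise over negative controls twice the positive control's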
TNAP inh hi DEA = inhibitors of human TNAP at high phosphate acceptor concentration. 200,000 tested, 0.03% active. P05186. inhibition, % at 20 µM. purified TNAP, CDP-star luminescence, 1 M DEA;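 active = over 50% inhibition of tissue-nonspecific alkaline phosphatase at 20 µM in the single-dose screen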;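 also: plate controls were DMSO wells for no effect and EDTA-quenched wells as full inhibition for full effect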
Numbers without * were called inactive; · = no result given.

SMILES	PMI act	APP 5'UTR act	TNAP act hiacc	PMI act satM6P	FLuc stim CS	TNAP inh noacc	NF-kB expr up	FLuc inh counter	bIAP act	TNAP inh hi DEA
Cc1cc(C)n2nc(SCC(=O)c3cc(C)n(CC4CCCO4)c3C)nc2n1 (stereo not given)	1.1	-30.0	1	1.1	0.9	-11.9	1.54	5.8	1.1	-2.7
COc1cc(C)c(Br)cc1S(=O)(=O)NCCCN1CCOCC1	1.1	-12.6	1	1	1	-4.0	0.9	-2.4	1.1	-3.4
Cc1cc[n+]2c3c(cccc13)CCC2	1.1	-26.9	1	1	1	-2.6	0.83	-4.6	0.8	-3.8
Cc1[nH]c2ccc(F)cc2c(=O)c1SC(F)(F)C(F)F	0.9	5.5	1	0.9	1	-6.1	0.98	-1.9	0.9	-1.3
O=C(NCc1n[nH]c(=S)n1-c1ccc(Cl)c(Cl)c1)c1ccc(S(=O)(=O)N2CCOCC2)cc1	0.9	-14.9	1	0.9	1.1	-0.2	1.16	-6.4	0.9	-0.8
CCOC(=O)C1CCCN(C(=O)COC(=O)c2cc(=O)c3ccccc3o2)C1 (stereo not given)	0.9	18.0	1	0.9	1.1	-6.2	1.35	-7.9	0.9	-4.9
O=C(NNC(=O)c1cc2c(s1)CCCC2)c1ccccc1	0.9	43.3	1.1	0.9	0.9	-24.0	1.11	7.3	1	-6.3
O=C(CSc1ccc2nnc(-c3ccccc3)n2n1)NCc1ccc2c(c1)OCO2	1	7.9	1	1	1.1	15.2	1.02	-6.8	0.9	2.3
COCCN(C(=O)C(C)C)c1nnc(-c2cccc(C)c2)s1	1	6.3	1.1	0.9	1	-5.4	1.24	1.5	1	-5.0
Cc1ccccc1NC(=O)NCCc1c[nH]c2ccccc12	0.9	7.6	1	0.9	1	-5.9	1.14	1.1	1.3	-3.1
CCCn1nc(Oc2nc(N(C)C)nc(N(C)C)n2)ccc1=O	·	-11.3	1	·	1	-0.3	1.04	4.8	1	-2.5
CCCC1=Nc2cc(C(=O)NCc3ccco3)ccc2Sc2ccccc21	0.9	-90.1	1	0.9	1.1	-20.9	2.61	-6.8	0.4	-1.3
CC(C)(C)NC(=O)c1cc(NC(=O)c2ccco2)cc(NC(=O)c2ccco2)c1	1.2	1.5	1.1	1	1.1	-18.3	0.38	-5.0	0.9	-11.7
CC1CCc2c(sc3ncnc(NCc4cccnc4)c23)C1 (stereo not given)	1.1	4.1	1.1	0.9	1	-10.9	1.08	0.1	0.9	-8.7
C#CCN1CC(C)/C(=N/O)CC1C (stereo not given)	1	-5.4	1.1	1	1	-10.5	1.21	0.0	1	-5.9
COc1ccc(S(=O)(=O)N(CCc2ccccc2)CC(=O)O)cc1OC	1	8.8	1	1	1.1	2.4	0.94	-7.9	0.9	-2.5
COCCNC(=O)c1cccc(Nc2nc(-c3ccccc3)c3cc(Cl)ccc3n2)c1	0.8	9.5	1	0.9	1	-1.7	0.9	-3.7	0.9	2.4
O=S(=O)(c1ccc(Nc2ccc3c(c2)OCO3)nc1)N1CCOCC1	1	-2.5	1	0.9	1	-14.4	0.94	-2.7	1	-1.1
O=C(c1cc2ccccc2cc1OCC(O)CN1CCCCC1)N1CCCCC1 (stereo not given)	1	·	1.1	1.1	1.1	-11.8	0.95	-6.8	1.1	-5.2
O=C(Nc1ccc(Br)cc1)/C(=C/c1cccc([N+](=O)[O-])c1)NC(=O)C1CCCCC1	0.8	·	1	0.9	1.1	-11.9	0.81	-7.0	0.6	-3.4
CN(Cc1cn(C)nc1-c1cccc(Cl)c1)CC1CCCCO1 (stereo not given)	1	-1.7	1	1	1	-8.4	1.15	-4.2	1.1	-4.1
CC1CN(C(=O)c2cc(S(=O)(=O)N3CCCC3)c(Cl)cc2Cl)CC(C)O1 (stereo not given)	0.9	9.1	1	0.9	1	-3.5	1.07	-2.4	1	4.4
CN(C)c1ccc2c3c(cccc13)C(=O)N(c1ccccc1)C2=O	·	-10.9	0.9	·	1	-8.1	1.03	-2.4	1.1	6.0
C=CCNC(=O)CC1C(=O)NCCN1Cc1ccc(-c2ccccc2)cc1 (stereo not given)	0.9	1.5	1	0.8	1	-9.3	1.15	-3.7	1	-3.0
COc1ccc(C2(C(=O)Nc3ccc(S(N)(=O)=O)cc3)CCCC2)cc1	0.9	6.2	1	1	1	-22.3	0.96	-2.4	1.1	-1.2
COc1ccc(C(=O)CSc2nnc(-c3ccoc3C)n2CC2CCCO2)cc1 (stereo not given)	1.1	17.7	1	1.1	1.1	-6.3	1.28	-8.5	1	-3.3
COc1ccc(N2CC(C)Cn3c2nc2c3c(=O)n(Cc3ccc(F)cc3)c(=O)n2C)c(OC)c1 (stereo not given)	0.9	-4.6	1	0.7	1	-12.4	1.02	-4.4	1	-4.4
Oc1ccc(F)c2cccnc12	0.5	8.1	1.1	0.3	1	-4.6	0.99	-2.5	0.8	-6.3
Cc1cc(Nc2c(C)n(C)n(-c3ccccc3)c2=O)c2ccccc2n1	1.1	0.0	1.1	1.1	1.1	-4.6	1.28	-8.0	1	-7.5
O=C(O)CCc1nc(-c2ccccc2)c(-c2ccccc2)o1	1	·	1.1	1.1	1.1	-13.6	·	-5.1	0.8	-9.7
N/C(Cn1nnc(-c2ccccc2)n1)=N\O	0.9	-2.2	1	0.9	1.1	-10.9	1.14	-9.0	1	-0.6
O=C(CN1CCOCC1)Nc1ccccc1NC(=O)C1CCN(c2ncccn2)CC1	1	-5.8	1	1	1	-9.4	1.31	1.5	1	-2.5
O=S(CC1CC1(Cl)Cl)CC1CC1(Cl)Cl (stereo not given)	0.8	4.5	1	0.9	1	-2.2	2	2.3	0.8	-4.2
CCOC(=O)Cn1nc(/C=C/c2ccccc2)ccc1=O	1	1.0	1	1	1	-8.1	1.41	-1.1	1	0.1
CCCCNC(=S)NC(=O)c1ccc(Cl)cc1Cl	0.9	-20.2	1	1	1	-5.0	1.7	-1.6	0.9	0.4
O=C(COc1ccc(C(=O)c2ccccc2)cc1)NC1CCCCC1	1	0.5	1.1	0.9	1.1	-11.6	0.79	-8.4	0.8	-5.5
CC1=CC(=C2C(=O)c3ccccc3C2=O)C=C(C)N1C	1	48.3	1	1	0.8	-6.6	2.27	17.5	0.9	0.5
COc1ccc(NC(=O)COC(=O)COc2cccc(Br)c2)cc1OC	1	16.4	1	1	1.1	-5.8	1.22	-6.5	1	-4.7
COc1ccccc1OCC(=O)Nc1ccc(S(=O)(=O)Nc2cc(C)nc(C)n2)cc1	1	-3.0	1	1	1.1	-9.0	1.04	-7.8	1	-1.0
Cc1noc(C)c1S(=O)(=O)N(CCc1ccccc1)Cc1ccccc1	0.9	4.8	1.1	0.9	1	-9.3	1.03	-0.6	0.8	-5.3

As a short view, part of the list above:
SMILES	PMI act	APP 5'UTR act	TNAP act hiacc	PMI act satM6P	FLuc stim CS	TNAP inh noacc	NF-kB expr up	FLuc inh counter	bIAP act	TNAP inh hi DEA
Cc1cc(Nc2c(C)n(C)n(-c3ccccc3)c2=O)c2ccccc2n1	1.1	0.0	1.1	1.1	1.1	-4.6	1.28	-8.0	1	-7.5
O=C(O)CCc1nc(-c2ccccc2)c(-c2ccccc2)o1	1	·	1.1	1.1	1.1	-13.6	·	-5.1	0.8	-9.7
N/C(Cn1nnc(-c2ccccc2)n1)=N\O	0.9	-2.2	1	0.9	1.1	-10.9	1.14	-9.0	1	-0.6
O=C(CN1CCOCC1)Nc1ccccc1NC(=O)C1CCN(c2ncccn2)CC1	1	-5.8	1	1	1	-9.4	1.31	1.5	1	-2.5
O=S(CC1CC1(Cl)Cl)CC1CC1(Cl)Cl (stereo not given)	0.8	4.5	1	0.9	1	-2.2	2	2.3	0.8	-4.2
CCOC(=O)Cn1nc(/C=C/c2ccccc2)ccc1=O	1	1.0	1	1	1	-8.1	1.41	-1.1	1	0.1
CCCCNC(=S)NC(=O)c1ccc(Cl)cc1Cl	0.9	-20.2	1	1	1	-5.0	1.7	-1.6	0.9	0.4
O=C(COc1ccc(C(=O)c2ccccc2)cc1)NC1CCCCC1	1	0.5	1.1	0.9	1.1	-11.6	0.79	-8.4	0.8	-5.5
CC1=CC(=C2C(=O)c3ccccc3C2=O)C=C(C)N1C	1	48.3	1	1	0.8	-6.6	2.27	17.5	0.9	0.5
COc1ccc(NC(=O)COC(=O)COc2cccc(Br)c2)cc1OC	1	16.4	1	1	1.1	-5.8	1.22	-6.5	1	-4.7
COc1ccccc1OCC(=O)Nc1ccc(S(=O)(=O)Nc2cc(C)nc(C)n2)cc1	1	-3.0	1	1	1.1	-9.0	1.04	-7.8	1	-1.0
Cc1noc(C)c1S(=O)(=O)N(CCc1ccccc1)Cc1ccccc1	0.9	4.8	1.1	0.9	1	-9.3	1.03	-0.6	0.8	-5.3

Going on with the list.
SMILES	PMI act	APP 5'UTR act	TNAP act hiacc	PMI act satM6P	FLuc stim CS	TNAP inh noacc	NF-kB expr up	FLuc inh counter	bIAP act	TNAP inh hi DEA
Cc1cc2[nH]c3c(c[n+](C)c4ccccc34)c2cc1C	1	-83.4	1.1	1.2	1	6.4	1.1	0.2	0.9	-5.0
C=CCNCCOCCOc1ccccc1-c1ccccc1	1.1	2.3	0.9	1.1	1	4.5	1.02	4.0	1.1	5.5
CC(C)NC(=O)COC(=O)c1ccc(Oc2ccccc2)cc1	1	-16.9	1	1	1.1	-15.9	1.08	-5.2	0.9	-1.5
O=C(Nc1nc2c(s1)CCCC2)c1cc(-c2ccc3c(c2)OCO3)nc2ccccc12	0.8	43.0	1	0.9	0.9	0.9	0.88	10.1	0.6	2.5
Cc1c(/C=N/NC(=O)CNc2ccccc2)c2ccccn2c1C(=O)c1ccc(Cl)cc1	0.9	-3.0	0.9	0.9	1	-4.7	0.8	-0.7	10.4*	5.1
O=C(NCc1cccnc1)/C(=C\c1ccc(-c2cccc(Cl)c2)o1)S(=O)(=O)c1ccccc1	0.9	9.4	1	1	1	3.7	0.13	-3.4	1	4.8
CC(NC(=O)c1cccs1)C(c1cccs1)N1CCN(Cc2ccccc2)CC1 (stereo not given)	1.1	10.9	1	1	1.1	-9.1	1.13	-6.0	0.9	-3.7
O=c1[nH]c(CSc2nc3ccccc3[nH]2)nc2c1cnn2-c1ccccc1	1	-1.4	1	1	0.9	-89.6	0.65	5.7	1.1	4.2

Screening results (PubChem)
